From PubChem BioAssay
EP2 mod: modulates human prostaglandin E2 receptor EP2 signaling; P43116; EP2-expressing cells, cAMP HTRF FRET, PGE2 co-stimulation; induction, % at 25 µM; actives 0.83% (n = 260,000); AID 940;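 active means compounds whose cAMP rise, as percent of the full-agonist control response, exceeds 60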;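 further: rat C6 glioma line stably carrying human EP2 under a CMV promoter; the protocol text gives 20 µM as final concentration; 100% = response of wells given 1 µM PGE2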
Hck-Nef inh: inhibitors of human Hck kinase activated by Nef; AID 463187; P08631; Recombinant Hck-YEEI plus Nef, Z-Lyte FRET kinase assay; inhibition, % at 20 µM; actives 0.68% (n = 220,000);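 active means Hck-Nef kinase inhibition above about 50%, limit read from the data; inactive means inhibition below that limit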;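 further: 0% = DMSO with Hck plus Nef and 100% = Hck alone without Nef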
PERK inhibitor: inhibitors of human PERK kinase. inhibition, % at 5.6 µM. AID 1416. actives 0.17% (n = 220,000). Q9NZJ5. CHO PERK-DD fusion, SEAP luminescence translation reporter;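 active means inhibition above the mean inhibition of all tested compounds plus 3 SD, set separately per screening campaign, cut at about 2.9% in these data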;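 further: PERK kinase domain activated by AP20187 dimerizer at 100 nM; 0% = DMSO with dimerizer and 100% = rapamycin at 8.4 µM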
zVAD death inh: L929 zVAD cell death inhibition; L929 zVAD necroptosis rescue, ATP luminescence, 24 h; with zVAD 60 µM; viability rescue, % at 10 µM; actives 0.38% (n = 220,000);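 active means activation, scaled between plate controls, above about 75%, limit read from the data; inactive means activation under that limit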;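 further: 0% = zVAD with DMSO and 100% = DMSO alone without zVAD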
Runt-SMMHC FRET: Runt domain-CBFb-SMMHC interaction inhibition; Cerulean-Runt/Venus-CBFb-SMMHC FRET ratio 530/480, 1 h; inhibition, % at 20 µM; actives 0.74% (n = 220,000); AID 1434;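 active means mean inhibition across duplicate retests at 20 µM reaching about 50%, limit read from the data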;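 further: 0% = DMSO wells and 100% = wells with excess untagged CBFb-SMMHC; inhibitors lower the FRET ratio by blocking Runt binding to CBFb-SMMHC; some results filed as inactive read as strong as hits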
Target sequence (Q01196 whole entry, looked up, the tested form may be a part): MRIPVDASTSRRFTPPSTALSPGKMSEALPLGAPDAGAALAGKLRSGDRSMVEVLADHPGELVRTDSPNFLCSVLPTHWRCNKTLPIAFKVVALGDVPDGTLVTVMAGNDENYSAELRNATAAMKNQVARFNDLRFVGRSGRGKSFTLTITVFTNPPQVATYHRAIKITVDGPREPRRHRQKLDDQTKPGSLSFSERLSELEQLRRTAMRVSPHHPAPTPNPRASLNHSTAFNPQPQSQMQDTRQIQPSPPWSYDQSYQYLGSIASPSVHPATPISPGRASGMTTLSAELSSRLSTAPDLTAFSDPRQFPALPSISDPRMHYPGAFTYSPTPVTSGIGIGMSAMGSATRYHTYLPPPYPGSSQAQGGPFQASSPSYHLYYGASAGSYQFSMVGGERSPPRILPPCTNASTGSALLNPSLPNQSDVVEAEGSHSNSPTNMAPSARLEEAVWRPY
Target sequence (Q13951 whole entry, looked up, the tested form may be a part): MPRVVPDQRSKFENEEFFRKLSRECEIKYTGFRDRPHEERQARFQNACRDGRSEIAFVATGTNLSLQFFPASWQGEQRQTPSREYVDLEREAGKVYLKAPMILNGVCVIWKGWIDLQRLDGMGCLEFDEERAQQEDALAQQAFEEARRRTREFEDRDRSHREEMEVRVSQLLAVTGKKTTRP
EP2 antag: blocks the human prostaglandin E2 receptor EP2; P43116; C6 glioma cells expressing human EP2, cAMP TR-FRET; cells stimulated with saturating PGE2; inhibition, % at 25 µM; actives 0.52% (n = 260,000);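 active means percent inhibition above 40 after rounding to a whole number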;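 further: rat C6 glioma host cells with rolipram phosphodiesterase inhibitor present; the protocol text gives 20 µM as final concentration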
RBBP9 inh: blocks human serine hydrolase RBBP9 | inhibition, % at 7.94 µM | recombinant RBBP9, FP-Rh probe fluorescence polarization | O75884 | actives 0.2% (n = 220,000);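 active means inhibition above the campaign mean of all tested compounds plus 3 SD, cut at about 14% in these data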;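 further: plate controls were DMSO wells with RBBP9 for no effect and wells lacking RBBP9 protein for full effect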
Target sequence (O75884 whole entry, looked up): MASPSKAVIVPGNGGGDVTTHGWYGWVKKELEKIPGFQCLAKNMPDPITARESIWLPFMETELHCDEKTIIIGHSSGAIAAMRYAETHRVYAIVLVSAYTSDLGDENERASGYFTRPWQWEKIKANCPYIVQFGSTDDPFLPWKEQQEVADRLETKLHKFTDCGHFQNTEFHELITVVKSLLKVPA
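Material: RBBP9 protein. Amount: RBBP9 at 2.5 µM in dispensed solution, before mixing. Schedule: 30 min then 45 min, 25 °C. Medium: Tris buffer pH 8.0, NaCl, Pluronic. Measured by: fluorescence polarization. Measure: percent inhibition from mP, scaled between DMSO and no-protein wells. Replication: one well per compound.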
Runt-CBFb FRET: blocks binding of human RUNX1 Runt domain to CBFb; actives 0.46% (n = 220,000); inhibition, % at 20 µM; Cerulean-Runt/Venus-CBFb FRET ratio 530/480, 1 h;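 active means inhibition over about 50% at 20 µM in the single-dose screen, limit read from the data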;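 further: 0% = DMSO wells and 100% = excess unlabeled CBFb competitor control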
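Assay system: Cerulean-Runt domain fusion protein, energy donor; Signal: fluorescence energy transfer, 422 nm excitation, 530/480 nm emission; Timing: 1 h compound exposure, room temperature; Control set: unlabeled CBFb; Medium: Tris buffer pH 7.5 with salts and BSA; Compound: single test concentration of 20 µM, 1% DMSO final; Probe or stimulus: Venus-CBFb 100 nM.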
TNF necrop inh: inhibitors of TNF-alpha induced necroptosis in Jurkat FADD-/- cells | Jurkat FADD-/- TNF necroptosis rescue, ATP luminescence, 24 h; 0 = TNF only, 100 = no-TNF cells | activation (protection from cell death), % at 10 µM | actives 0.068% (n = 220,000) | AID 463075;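 active means activation, meaning protection from cell death, of at least 50% relative to plate controls; inactive means activation below 50%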;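 further: necroptosis triggered by 40 ng/mL TNF-alpha added together with compound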
The depositor's hits bear a star; · = no result given; & = joins results of further samples. A portion of the library; the hit share may differ from the screen's.

Below each compound – EP2 mod	Runt-CBFb FRET	RBBP9 inh	zVAD death inh	Hck-Nef inh	PERK inhibitor	TNF necrop inh	Runt-SMMHC FRET	EP2 antag
> O=C(COc1ccccc1)N(Cc1cc2ccccc2[nH]c1=O)CC1CCCO1 (stereo not drawn)
→ 15	2	-8	0.1	4	-0.5	-0.6	-1	7
> COc1ccc(C(=O)N2CCC(O)(c3ccc(F)cc3)CC2)cc1OC
→ 32	-2	-8	0.0	1	-0.3	0.5	2	10
> Cc1ccc2nc(NC3=NCN(Cc4ccc5c(c4)OCO5)CN3)nc(C)c2c1
→ ·	·	-3	0.7	1	-0.2	5.4	·	·
> CCCc1nc2cc(Cl)c([N+](=O)[O-])cc2o1
→ -11	7	3	0.3	14	2.3	1.1	0	9
> COc1ccc(N=Cc2c(O)n(-c3ccc(OC)cc3)c(=O)c3ccccc23)cc1
→ 3	3	-6	-3.0	32	0.8	0.4	90*	11
> CSCCC(NS(=O)(=O)c1ccc(Cl)cc1)C(=O)OCC(=O)c1ccc(F)cc1 (stereo not drawn)
→ -9	-2	-7	0.8	6	0.3	1.0	4	3
> CSCCC(=O)Nc1nc(-c2ccccn2)cs1
→ -62	0	-4	0.0	20	-0.4	-0.4	-7	5
> NC(N)=NNC(=O)c1ccccc1Cl
→ 46	1	-2	0.6	5	1.7	0.3	5	7
> COc1ccc(C(=O)C2CCCN(Cc3cccn3-c3ccccn3)C2)cc1F (stereo not drawn)
→ -36	1	0	-2.9	19	-0.3	4.6	-3	8
> Cc1nnc(SCC(=O)Nc2nsc(-c3ccc(Cl)cc3)n2)s1
→ 11	2	-1	0.4	1	-0.2	-1.6	-3	12
> Cc1ccnc(Sc2nc3c(c(=O)[nH]c(=O)n3C)n2CCCc2ccccc2)n1
→ 2	-1	-5	-0.2	0	-0.5	-1.5	2	11
> Cc1nn(C)cc1CN(C)C(=O)c1cc(-c2ccccc2)nc2ccc(Br)cc12
→ 18	-2	-3	0.4	18	-0.6	-3.9	-5	17
> O=C(Nc1ccc(S(=O)(=O)Nc2ccc(F)cc2)cc1)c1ccc(CN2CCOCC2)cc1
→ -77	1	-8	2.9	21	-0.8	-5.9	1	5
> O=C(CCS(=O)(=O)c1ccccc1)Nc1cccc2c1C(=O)NC2=O
→ 40	-1	3	0.9	12	1.0	0.2	-2	5
> Cc1c(C(=O)NC(=S)NCc2cccnc2)oc2ccccc12
→ 1	·	-5	1.3	23	0.3	0.5	·	2
> O=c1c2ccccc2c(C=Nc2cccc(S(=O)(=O)NC3=NCCCCC3)c2)c(O)n1Cc1ccccc1
→ -5	-34	0	0.8	-8	-2.1	2.7	-50	7
> C=C(C)C(=O)Nc1cccc(C2=NOC3(C2)C[C@H](C(N)=O)N(C(=O)c2ccccc2C(=O)c2ccccc2)C3)c1 (stereo partly drawn)
→ -11	3	·	-0.2	30	·	-0.8	-4	20
> C[C@H](NC(=O)c1ccco1)C(=O)NCCc1ccc(S(N)(=O)=O)cc1
→ 3	2	-5	1.3	17	1.0	2.3	1	7
> Cc1ccc(CN2CCN(C3CCCC3)C(CCO)C2)s1 (stereo not drawn)
→ -1	0	-4	-0.5	17	0.1	0.9	-4	0
> CCC(=O)N1CCCc2cc(S(=O)(=O)N3CCCc4ccccc43)ccc21
→ -49	-2	-8	·	-6	0.1	1.4	-6	17
> COc1ccc(/C=N/S(=O)(=O)c2ccccc2)cc1OC
→ 17	0	1	3.1	-4	1.3	1.1	91	9
> N#Cc1ccc(C(=O)Nc2cccc(NC(=O)c3ccco3)c2)c(F)c1
→ -44	-1	-1	7.7	19	0.8	2.1	-3	1
> COCCNC(=O)Nc1ccc2c(c1)N(C)C(=O)CS2
→ 12	2	-7	0.7	-27	0.6	-1.1	0	9
> COc1cccc(-c2cc(C(F)(F)F)nc(NCc3ccco3)n2)c1
→ 28	-1	-12	0.4	0	0.2	-2.7	0	7
> Cc1ccc(-c2ccc(/C=N/n3cnnc3)o2)cc1
→ -5	0	-13	-0.1	-9	-1.2	-3.9	-2	2
> O=C(COC(=O)C(Cc1ccccc1)NC(=O)c1ccc(Cl)cc1)c1ccc(Cl)cc1 (stereo not drawn)
→ -9	1	0	1.0	4	1.4	2.4	2	11
> O=C(CNS(=O)(=O)c1ccc(Br)s1)N1CCCC1
→ 8	-2	-1	0.9	3	0.7	3.4	2	16
> CN(CC(=O)O)S(=O)(=O)c1ccc2c(c1)n(C)c(=O)c(=O)n2C
→ 20	2	-4	3.1	-1	1.5	-0.1	3	8
> Cc1ccc(N(C)C(=O)n2cnc3ccccc32)cc1
→ 8	1	-11	-0.2	21	-0.2	3.9	-7	0
> COC(=O)c1n[nH]nc1-c1ccccc1
→ 18	-1	-3	1.2	6	0.6	1.9	0	5
> COc1cccc(Nc2nc(-c3cccc(N4C(=O)c5ccccc5C4=O)c3)cs2)c1
→ 16	2	-5	0.5	-1	-1.8	-0.8	-4	9
> COc1ccc(C(=O)NNC(=O)C2CCCO2)cc1 (stereo not drawn)
→ 3	0	2	-0.5	27	0.8	0.3	-3	1
> O=C(/C=C/Sc1ncn[nH]1)c1ccc(Cl)cc1
→ -51	18	-5	55	0	0.5	-14	16	5
> CCN=C1SC(C(N)=O)CC(=O)N1CC (stereo not drawn)
→ 0	-1	7	2.1	0	0.7	0.3	1	5
> CCN1CCN(S(=O)(=O)c2cccc(S(=O)(=O)N3CCOCC3)c2)CC1
→ 16	0	0	1.9	14	1.1	1.6	-2	8
> CCCc1[nH]nc2c1C(C1CC=CCC1)C(C#N)=C(N)O2 (stereo not drawn)
→ 14	-1	-10	·	-1	0.0	-5.6	3	4
> CCCCNC(=O)CSc1nc2cc(OC)c(OC)cc2c(=O)n1Cc1ccc(OC)cc1
→ 22	·	-7	-0.3	16	0.8	-4.4	-1	8
> CC(=O)c1sc(N/N=C\c2ccc(C)cc2)nc1C
→ 9	-7	-2	0.9	4	0.3	-0.1	-2	7
> COC(=O)c1sccc1NC(=O)Nc1cccc(C(C)=O)c1
→ -20	-2	3	1.1	4	1.3	1.1	2	3
> CC(C)(C)NS(=O)(=O)c1ccc2nc(NC(=O)Cc3cccs3)sc2c1
→ -15	2	-7	2.0	9	-1.8	-0.2	0	18
> N/C(=N\OC(=O)c1ccc(Cl)cc1)c1ccc(Cl)cc1
→ -13	-1	1	0.0	3	0.9	-3.5	-6	19
> COc1ccc(CN2CCN(Cc3ccccc3)C(CCO)C2)cc1OC (stereo not drawn)
→ 6	2	-1	0.7	15	0.8	1.2	2	6
> CC(C)C[C@H](NC(=O)c1nc[nH]c1C(=O)NCC(=O)OC(C)(C)C)C(=O)OCc1ccccc1
→ 8	-8	·	0.0	21	·	0.9	2	12
> CCSC1=N/C(=C/c2ccsc2)C(=O)N1c1ccccc1
→ 34	0	-9	0.3	-1	-0.2	-0.8	1	3
> Cc1ccc(N/C(=C\C(=O)c2ccccc2)C(=O)O)cc1
→ 0	1	-9	0.8	11	0.1	-0.4	2	5
> N#C/C(=C\c1cn(-c2ccccc2)nc1-c1cccnc1)c1nnc2n1CCCCC2
→ 7	2	-6	-0.4	2	-1.0	-5.4	3	3
> CCC1C=C(c2ccccc2)C=CN=C1N(CC)CC (stereo not drawn)
→ 5	-2	-17	-0.1	1	0.1	0.1	0	0
> CC(C)Oc1ccc(C(=O)Nc2ccc(NC(=O)c3ccco3)c(Cl)c2)cc1
→ -26&-36	·	-2	0.3	2	0.0	-1.3	2	11&3
> CN1CCN(C(=O)c2cc3c(ccc4ccccc43)oc2=O)CC1
→ 8	12	-3	0.1	12	0.0	-0.5	42	6
> O=C(O)CCCNC(=O)/C=C/c1ccco1
→ 8	15	-5	0.3	11	-0.1	-0.4	7	-1
> C=CCNC(=O)O/N=C/c1csc([N+](=O)[O-])c1
→ -9	2	0	0.4	10	-0.2	4.7	-2	15
> Cn1c(N)c(C(=O)CCl)c(=O)n(C)c1=O
→ 11	0	0	-0.9	4	0.4	-14	-4	20
> O=C1CC(SC(=NCc2ccc3c(c2)OCO3)Nc2ccccc2)C(=O)N1 (stereo not drawn)
→ -6	-2	0	-0.6	3	0.2	-1.8	-3	8
> CC(C(=O)Nc1sc2c(c1C(=O)NCc1ccco1)CCCC2)N1C(=O)c2ccccc2C1=O (stereo not drawn)
→ 36	-2	-7	-1.2	0	-0.5	-0.3	0	6
> COc1ccc(OCC(=O)NNC(=O)C2CCCO2)cc1 (stereo not drawn)
→ 9	1	-11	0.6	-8	0.2	0.5	-3	6
> CS/C(=N\N(C)C(N)=O)c1ccccc1
→ 31	1	-8	0.3	-1	0.3	1.4	2	8
> Cc1onc(-c2ccccc2)c1NC(=O)N(CCC#N)Cc1cccs1
→ 17	1	5	-0.6	19	-0.1	1.3	-2	8
> Cc1cc(C(=O)CSc2cccc[n+]2[O-])c(C)n1-c1ccc(Br)cc1
→ 2	-2	5	-0.5	-2	0.3	-3.3	-2	11
> O=[N+]([O-])c1cc(S(=O)(=O)c2ccc(N3CCCCC3)c([N+](=O)[O-])c2)ccc1N1CCCCC1
→ 10	-4	-8	0.2	3	0.1	2.9	2	6
